Bioassay records (PubChem)
FLuc modulator – counter-screen for miR-21 project: firefly luciferase inhibitors or activators | P08659 | purified FLuc, Km substrates, luminescence inhibition | Potency, µM (titrated, usually from 57.5 µM), without a hit: at the top dose activity change, negative = inhibition, actives largely listed as inhibitors | 360,000 compounds, 6.9% hits | AID 588342;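 further: plate controls were vehicle for no effect and reference inhibitor for full effect; nearly all actives have a fitted effect of over 55% in size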
Target sequence (P08659 whole entry, looked up): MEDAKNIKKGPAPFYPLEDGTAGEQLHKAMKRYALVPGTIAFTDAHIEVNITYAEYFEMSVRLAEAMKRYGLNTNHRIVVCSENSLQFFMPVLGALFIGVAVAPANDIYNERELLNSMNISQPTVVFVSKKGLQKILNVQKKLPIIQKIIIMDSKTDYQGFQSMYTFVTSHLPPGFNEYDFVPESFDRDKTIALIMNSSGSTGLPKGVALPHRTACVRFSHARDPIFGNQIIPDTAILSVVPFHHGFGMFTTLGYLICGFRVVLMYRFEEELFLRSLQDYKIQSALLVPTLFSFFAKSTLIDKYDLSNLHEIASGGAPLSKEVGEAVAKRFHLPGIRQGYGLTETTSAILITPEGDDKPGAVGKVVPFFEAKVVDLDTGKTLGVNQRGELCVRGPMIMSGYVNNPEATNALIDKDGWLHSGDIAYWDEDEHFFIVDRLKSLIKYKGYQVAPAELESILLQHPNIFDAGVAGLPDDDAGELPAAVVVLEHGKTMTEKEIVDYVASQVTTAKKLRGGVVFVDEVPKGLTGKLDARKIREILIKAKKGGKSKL
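Purified P. pyralis luciferase, 10 nM final, with Km-level 10 uM D-luciferin and 10 uM ATP in 50 mM Tris acetate pH 7.5, 10 mM Mg acetate, 0.01% Tween-20, 0.05% BSA; 6-point qHTS titration about 60 µM downward; luminescence read.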
BRCA1 expr act – increases BRCA1 expression. MCF7-BRCA1-FFLuc reporter, luminescence, 48 h; response scale: scaled: vehicle 0%, 10 µM genistein 100%. AID 624202. 380,000 compounds, 1.1% hits. Potency, µM (highest dose often 46.1 µM), for the others: top-dose activation, usual class: activators; further: nearly all actives have a fitted effect of over 80% in size; some results filed as inactive show a strong effect at the top dose
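MCF7-BRCA1-FFLuc cells, 2000/well in phenol-red-free MEM, attached 2 h then treated 48 h at 37 C. Luciferase luminescence read 15 min after reagent; normalized to genistein maximum activation (10microM) and DMSO, concentration-response fitted.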
Starred values were filed as active, the others as inactive; ? = inconclusive. The call rests on the fitted dose curve; in most records, active means well fitted curve in the direction sought with a large enough effect; inconclusive means small, poorly fitted or top-dose-only effect, or another doubt; inactive means no such curve, though single readings can be large; an effect the other way counts as inactive or inconclusive. Potency means the concentration at half of the fitted maximal effect. The list is partial; count on the stated rates, not on these rows.

SMILES	FLuc modulator	BRCA1 expr act
Cc1nc2nc(C)c(CCC(=O)NCc3cccc(Cl)c3)c(C)n2n1	-3%	0%
COc1cccc(CNC(=O)c2ccc3oc(=O)n(Cc4ccccc4)c3c2)c1	-3%	0%
Cc1ccccc1Nc1nn2c(=O)c3ccc(C(=O)NCC(C)c4ccccc4)cc3nc2s1 (stereo unspecified)	-2%	-53%
O=C(CN1C(=O)c2cccc3cccc1c23)Nc1ccccc1Br	5%	9%
CCc1nn(CC(=O)NCCN(CC)CC)c(=O)c2cc3occc3n12	-3%	-20%
Cc1cc(C)cc(NC(=O)C(Cc2ccccc2)NS(=O)(=O)c2ccc3c(c2)CCC(=O)N3)c1 (stereo unspecified)	6%	2%
CCCCOc1ccc(CNC(=O)Cc2ccc(NC(=O)N3CCCCc4ccccc43)cc2)cc1	-15%	-21%
CCC(Cn1nnc2ccccc2c1=O)NC(=O)Nc1cc(Cl)ccc1OC (stereo unspecified)	-8%	-3%
CSc1ccc(CCNC(=O)c2c(C)nn(-c3ccc(F)cc3)c2-n2cccc2)cc1	0%	-44%
CNC(=O)c1ccc(NC(=O)COc2ccc(-c3nn(C)c(=O)c4ccccc34)cc2)cc1	-2%	4%
COc1ccc(NC(=O)Cn2c(=O)n(Cc3ccco3)c(=O)c3sc4ccccc4c32)c(OC)c1	5%	-7%
COc1ccc(OC)c(CCNC(=O)c2c(C)nn(-c3ccc(F)cc3)c2-n2cccc2)c1	2%	-30%
CC(C)CN(CCNC(=O)c1cc(-c2cccs2)nc2ccccc12)CC(C)C	1%	6%
O=C(COc1ccccc1-c1nc(-c2ccccc2)no1)Nc1ccc([N+](=O)[O-])cc1	3%	8%
Cc1cccc(N(C)C(=O)c2cc3c(=O)oc4ccc(C)cc4c3s2)c1	-9%	-15%
Cc1ccc(Cl)cc1N1CCN(C(=O)CCCn2c(=O)[nH]c3ccc(Br)cc3c2=O)CC1	-11%	-53%
COC(=O)CC1Oc2ccc(Cl)cc2-n2cc(-c3ccc(F)cc3)nc21 (stereo unspecified)	-5%	-29%
COc1ccc(-c2cc(C(=O)NCCc3ccccc3)c3c(-c4ccccc4)[nH]nc3n2)cc1	0%	-46%
CC(=O)Nc1ccc(S(=O)(=O)N2CCN(c3ccccc3)CC2)cc1	-1%	4%
Cc1ccc(-n2c(SCc3ccccc3F)nc3[nH]ncc3c2=O)cc1Cl	0%	-75%
CCCCCn1c(=O)[nH]c2cc(C(=O)Nc3ccc(OC)c(OC)c3)ccc2c1=O	-1%	3%
CCn1ccc2cc(S(=O)(=O)N3CCCN(C(=O)NCCOC)CC3)ccc21	-2%	9%
COc1ccc(NC(=O)C2=C(C)Nc3ncnn3C2c2ccc(O)cc2)cc1 (stereo unspecified)	4%	14%
Cc1c2cnn(-c3ccccc3)c(=O)c2c(C)n1CC(=O)N1CCN(c2cccc(Cl)c2)CC1	1%	3%
CCCCNC(=O)CN1C(=O)COc2ccc(S(=O)(=O)N3CCCC3)cc21	1%	-2%
O=C(Nc1ccc2nc(SCCOc3ccccc3)sc2c1)c1ccco1	?	0%
COCCCn1c(=N)c(C(=O)NC2CCCCC2)cc2c(=O)n3cc(C)ccc3nc21	-1%	29%
COc1ccccc1NC(=O)CCn1nc(-c2ccccc2OC)c2c(C)cc(C)nc21	-16%	-12%
CS(=O)(=O)CC[C@@H](C(=O)NCCc1ccccc1)N1Cc2ccccc2C1=O	0%	-44%
CC1CCN(S(=O)(=O)c2cn(CC(=O)Nc3cccc(C(F)(F)F)c3)c(=O)c3ccccc23)CC1	-7%	-54%
CCc1ccc(NC(=O)N2CCN(Cc3cc(=O)n4nc(-c5ccccc5OC)sc4n3)CC2)cc1	-4%	0%
O=C(Cn1c(SCCOc2ccccc2Cl)nc2ccccc21)N1CCOCC1	-1%	18%
O=C(NCCc1csc(-c2ccc(C(F)(F)F)cc2)n1)c1ccc(F)c(F)c1	-17%	-65%
CCOC(=O)c1[nH]c2ccccc2c1NC(=O)c1cc(OCC)c(OCC)c(OCC)c1	0%	-11%
COc1ccc(CCNC(=O)CSc2ncc3c(n2)-c2cc(Cl)ccc2N(Cc2ccccc2)S3(=O)=O)cc1OC	-4%	4%
CCN(c1cccc(C)c1)S(=O)(=O)c1ccc2[nH]cc(C(=O)NCCCOC)c(=O)c2c1	-14%	-13%
CCOc1ccc(-c2nnc(SCC(=O)NCc3ccccc3)o2)cc1	?	8%
O=C(CSC1=Nc2ccccc2N=C(c2ccc(F)cc2)C1)Nc1ccc(Cl)cc1	3%	14%
CC1CCN(S(=O)(=O)c2ccc3[nH]cc(C(=O)NCc4ccc(F)cc4)c(=O)c3c2)CC1	-4%	11%
CCN(CC)CCCNC(=O)c1ccc2c(=O)n(CCc3ccccc3)c(=O)[nH]c2c1	1%	-76%

Reprinted from the part before: 5 entries; new compounds follow.
SMILES	FLuc modulator	BRCA1 expr act
CCN(c1cccc(C)c1)S(=O)(=O)c1ccc2[nH]cc(C(=O)NCCCOC)c(=O)c2c1	-14%	-13%
CCOc1ccc(-c2nnc(SCC(=O)NCc3ccccc3)o2)cc1	?	8%
O=C(CSC1=Nc2ccccc2N=C(c2ccc(F)cc2)C1)Nc1ccc(Cl)cc1	3%	14%
CC1CCN(S(=O)(=O)c2ccc3[nH]cc(C(=O)NCc4ccc(F)cc4)c(=O)c3c2)CC1	-4%	11%
CCN(CC)CCCNC(=O)c1ccc2c(=O)n(CCc3ccccc3)c(=O)[nH]c2c1	1%	-76%
Cc1ccc(Cl)cc1N1CCN(C(=O)CN2C(=O)COc3ccc(S(=O)(=O)N4CCC(C)CC4)cc32)CC1	-13%	-4%
COc1ccc(CNC(=O)C(=O)Nc2cccc(C)c2C)cc1	-7%	7%
COC(=O)c1ccccc1NC(=O)c1oc2ccc3c(c2c1C)C(=O)CC(C)(C)O3	5.4µM*	3%
COc1ccccc1CNc1cc(C)nc2nc(-c3ccc(C)cc3)nn12	6µM*	-34%
CC(C)N1C(=O)C(O)(c2c[nH]c3ccccc23)c2ccccc21 (stereo unspecified)	-6%	10%
CCOC(=O)c1ccc(NC2=CC(c3ccc(O)c(OCC)c3)N(c3ccc(C(=O)OCC)cc3)C2=O)cc1 (stereo unspecified)	4%	6%
Cc1nc2c(C(=O)NCCc3ccccc3)c[nH]n2c(=O)c1Cc1ccc(F)cc1Cl	?	-3%
CCN(CCCNC(=O)c1cc2cc3ccc(OC)cc3nc2s1)c1cccc(C)c1	1%	-5%
Cc1ccc(CN(C(=O)c2ccccc2)c2ccccn2)o1	-11%	0%
CC(C)CN(CC(C)C)C(=O)C1CCCN(S(=O)(=O)c2ccc3c(c2)oc(=O)n3C)C1 (stereo unspecified)	2%	-1%

Whole records, quoted from the list. Order of values: FLuc modulator	BRCA1 expr act
Shown for COC(=O)c1ccccc1NC(=O)c1oc2ccc3c(c2c1C)C(=O)CC(C)(C)O3 = 5.4µM*	3%
Shown for COc1ccccc1CNc1cc(C)nc2nc(-c3ccc(C)cc3)nn12 = 6µM*	-34%
Shown for CC(C)CN(CC(C)C)C(=O)C1CCCN(S(=O)(=O)c2ccc3c(c2)oc(=O)n3C)C1 (stereo unspecified) = 2%	-1%

The results go on.
SMILES	FLuc modulator	BRCA1 expr act
CCn1c(CN2CCN(c3cccc(Cl)c3)CC2)nc2c1c(=O)[nH]c(=O)n2C	2%	-26%
O=C(CCS(=O)(=O)c1cc2c(cc1Cl)NC(=O)CO2)NCCc1ccc(Cl)cc1	1%	32%
COc1cc(OC)c(NC(=O)C2CCN(S(=O)(=O)c3ccc4c(c3)oc(=O)n4C)CC2)cc1Cl	-6%	0%
CCOc1ccc(CCNC(=O)c2ccc3nc(N4CCC(C)CC4)sc3c2)cc1OCC	-13%	64%
COc1ccc(CCn2c(=O)c3ccccc3n(CC(=O)Nc3cccc(C)c3)c2=O)cc1OC	6%	18%
COc1cc2cc(CNc3ccccc3)c(=O)n(CC(=O)Nc3cccc(Cl)c3C)c2cc1OC	1%	2%
CCOC(=O)c1c(C)[nH]c(C)c1S(=O)(=O)N1CCCC(C(=O)NCc2ccc(Cl)cc2)C1 (stereo unspecified)	-10%	3%
COc1ccc(NC(=O)C2CCN(S(=O)(=O)c3ccc4c(c3)CCCC(=O)N4)CC2)cc1Cl	5%	-9%
COc1ccc(/C=C/C(=O)Nc2sc3c(c2C(N)=O)CCC(C)C3)cc1OC (stereo unspecified)	-9%	2%
CCOC(=O)C1CCN(C(=O)C2CCN(S(=O)(=O)c3c(C)noc3/C=C/c3ccc(C)cc3)CC2)CC1	7%	-35%
COC(=O)c1ccc(OCC2c3cc(OC)c(OC)cc3CCN2C(=O)c2cccc(C)c2)cc1 (stereo unspecified)	-10%	-30%
O=C(Nc1ccc(F)cc1F)C1CCN(S(=O)(=O)c2ccc3[nH]c(=O)ccc3c2)CC1	0%	18%
CCN1CCOC(=O)C1CC(=O)Nc1cc(Cl)ccc1OC (stereo unspecified)	-5%	-2%
Cc1cccc(NC(=O)NCCOCCn2c(=O)oc3ccccc32)c1C	5%	-5%
Cc1ccccc1CN1C(=O)C(O)(c2c[nH]c3ccccc23)c2cc(Cl)ccc21 (stereo unspecified)	5%	-8%
CCOC(=O)c1sc2ncn(CC(=O)Nc3ccc(N(C)C)cc3)c(=O)c2c1C	5%	7%
Cc1cc(NC(=O)CCNS(=O)(=O)c2ccc3c(c2)CCCC(=O)N3)ccc1Br	-3%	-23%
CCOCCCn1c(=N)c(C(=O)NC2CCCC2)cc2c(=O)n3cccc(C)c3nc21	1%	7%
CCc1cccc(NC(=O)c2cc3c(=O)n(Cc4ccccc4)ccc3nc2C)c1	-11%	-40%
Nc1nc(N)c(S(=O)(=O)c2ccccc2)c(Nc2ccc(Br)cc2)n1	-11%	-47%
CCOc1ccccc1NC(=O)C1=C(C)Nc2ncnn2C1c1cccs1 (stereo unspecified)	-6%	-8%
CN(C(=O)Cn1cc(S(=O)(=O)N2CCN(c3ccccc3F)CC2)c2ccccc2c1=O)c1ccc(Cl)cc1	6%	-11%
COc1ccccc1CNc1ccc(-c2nc(-c3ccccn3)no2)cc1[N+](=O)[O-]	?	31%
Cc1ccc2c(CNC3CCCCC3)c(C(=O)O)n(Cc3ccc(F)cc3)c2c1	5%	-79%
CC(C)c1ccc(S(=O)(=O)c2cnc(SCC(=O)Nc3ccc(F)cc3F)nc2N)cc1	5%	-8%
Cc1nc2ccn(Cc3ccccc3)c(=O)c2cc1C(=O)N1CCN(c2ccccc2F)CC1	3%	0%
COc1ccc(CCNC(=O)CCCn2c(=O)c3ccccc3n(Cc3ccccc3C#N)c2=O)cc1OC	-2%	-2%
COc1ccc(NCc2cc3cc4c(cc3n(CC(=O)Nc3ccc(C)cc3)c2=O)OCO4)cc1	-6%	-3%
CC1CCN(c2nnc(-n3cccc3CNc3cccc(F)c3)s2)CC1	-18%	15%
COc1ccc(C)cc1NC(=O)Cn1cc(S(=O)(=O)N2CCC(C)CC2)c2ccccc2c1=O	4%	-37%
Cc1ccc(NC(=O)CSc2nc3ccccc3nc2Cc2ccccc2)c(C)c1	-2%	6%
CCCCc1nn2c(=O)cc(COC(=O)c3ccco3)nc2s1	-16%	3%
Cc1ccc(/C=C/c2onc(C)c2S(=O)(=O)N2CCC(C(=O)NCc3ccc(Cl)cc3)CC2)cc1	2%	4%
Cc1ccc(CCNC(=O)C(CC(C)C)NS(=O)(=O)c2ccc3c(c2)oc(=O)n3C)cc1 (stereo unspecified)	1%	2%
CCc1ccc(NC(=O)Cn2c(=O)c3cc(Cl)ccc3n3nncc23)cc1	0%	8%
Cc1ccc(-c2noc(-c3ccc(N4CCOCC4)c([N+](=O)[O-])c3)n2)cc1	?	-1%
CCCOc1ccc(-c2nn(-c3ccccc3)cc2C2NC(=O)NC(C)=C2C(=O)OC(C)C)cc1 (stereo unspecified)	-10%	-25%
Cc1cc(C)c(Cn2c(=O)n(CCC(=O)NCCc3ccccc3)c(=O)c3ccccc32)c(C)c1	1%	-7%
Cc1cccc(-c2noc(-c3cccnc3NCc3ccccc3Cl)n2)c1	?	21%
O=C(O)CSc1nnc(-c2ccc(O)cc2)o1	?	12%
CCOc1ccc(NC(=O)Cn2c(=O)n(CCCC(=O)NCc3ccc4c(c3)OCO4)c(=O)c3ccccc32)cc1	-5%	7%
Cc1nn(C(C)C(=O)N2CCN(c3ccc(Cl)cc3)CC2)c(=O)c2cc3occc3n12 (stereo unspecified)	-12%	-44%
CCC(=O)Nc1cc(-c2cccc(C)c2)nn1-c1ccccc1	?	0%
Cc1ccc(N(CC(=O)NCCc2ccccc2)S(=O)(=O)N(C)C)cc1	2%	12%
O=C(COc1ccccc1[N+](=O)[O-])Nc1cc(-c2nc3cc(Cl)ccc3o2)ccc1Cl	-3%	-14%
Cc1cccc(-c2nnn3c2nc(NCCc2ccc(S(N)(=O)=O)cc2)c2cc(Cl)ccc23)c1	-2%	-5%
Cc1ccccc1NC(=O)CCc1c(C)nc2c(c1C)c(=O)n(C)c(=O)n2C	6%	0%
CCC(CC)C(=O)N1CCc2cc(OC)c(OC)cc2C1COc1ccc(F)cc1 (stereo unspecified)	-5%	-22%
